From PubChem
Gli-Sufu block: Gli-Sufu pathway antagonists, primary screen, luciferase luminescence, Sufu-KO-LIGHT cells, uHTS | Sufu-KO-LIGHT fibroblasts, Gli luciferase reporter luminescence | AID 588413, 2011 | inhibition, % at 5 µM | 340,000 tested, 0.74% active;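 active = inhibition above about 55%, limit read from the data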;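 also: 0% = DMSO-treated cells and 100% = wells with medium but no cells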
697 NFkB inh: inhibitors of PMA/ionomycin-induced NF-kB reporter, 697 cells, primary screen, B-cell NF-kB inhibitor project, cell-based, luminescence, uHTS; 697 B-cell NF-kB luciferase reporter, 16 h; inhibition, % at 4 µM; 330,000 tested, 0.33% active; AID 435022, 2010; in the data active = inhibition above about 35%
UBC13 polyUb: UBC13 polyubiquitin chain formation inhibitors, primary screen, biochemical, TR-FRET, uHTS | Ubiquitin-conjugating enzyme E2 N (Homo sapiens), P61088 | inhibition, % at 20 µM | 330,000 tested, 0.47% active | AID 485273, 2010; in the data active = inhibition above about 45%, passing the limit was not always enough
Apaf-1 inh: inhibitors of human Apaf-1 apoptosome, primary screen, biochemical, DEVD-Rh110 fluorescence, uHTS. Apoptotic protease-activating factor 1 (Homo sapiens), O14727. reconstituted apoptosome caspase-3 activity. inhibition, % at 20 µM. 330,000 tested, 0.71% active; active = inhibition of at least 40% at 20 µM;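 also: plate controls were DMSO wells for no effect and DEVD-CHO caspase inhibitor wells for full effect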
Target sequence (O14727 whole entry, looked up): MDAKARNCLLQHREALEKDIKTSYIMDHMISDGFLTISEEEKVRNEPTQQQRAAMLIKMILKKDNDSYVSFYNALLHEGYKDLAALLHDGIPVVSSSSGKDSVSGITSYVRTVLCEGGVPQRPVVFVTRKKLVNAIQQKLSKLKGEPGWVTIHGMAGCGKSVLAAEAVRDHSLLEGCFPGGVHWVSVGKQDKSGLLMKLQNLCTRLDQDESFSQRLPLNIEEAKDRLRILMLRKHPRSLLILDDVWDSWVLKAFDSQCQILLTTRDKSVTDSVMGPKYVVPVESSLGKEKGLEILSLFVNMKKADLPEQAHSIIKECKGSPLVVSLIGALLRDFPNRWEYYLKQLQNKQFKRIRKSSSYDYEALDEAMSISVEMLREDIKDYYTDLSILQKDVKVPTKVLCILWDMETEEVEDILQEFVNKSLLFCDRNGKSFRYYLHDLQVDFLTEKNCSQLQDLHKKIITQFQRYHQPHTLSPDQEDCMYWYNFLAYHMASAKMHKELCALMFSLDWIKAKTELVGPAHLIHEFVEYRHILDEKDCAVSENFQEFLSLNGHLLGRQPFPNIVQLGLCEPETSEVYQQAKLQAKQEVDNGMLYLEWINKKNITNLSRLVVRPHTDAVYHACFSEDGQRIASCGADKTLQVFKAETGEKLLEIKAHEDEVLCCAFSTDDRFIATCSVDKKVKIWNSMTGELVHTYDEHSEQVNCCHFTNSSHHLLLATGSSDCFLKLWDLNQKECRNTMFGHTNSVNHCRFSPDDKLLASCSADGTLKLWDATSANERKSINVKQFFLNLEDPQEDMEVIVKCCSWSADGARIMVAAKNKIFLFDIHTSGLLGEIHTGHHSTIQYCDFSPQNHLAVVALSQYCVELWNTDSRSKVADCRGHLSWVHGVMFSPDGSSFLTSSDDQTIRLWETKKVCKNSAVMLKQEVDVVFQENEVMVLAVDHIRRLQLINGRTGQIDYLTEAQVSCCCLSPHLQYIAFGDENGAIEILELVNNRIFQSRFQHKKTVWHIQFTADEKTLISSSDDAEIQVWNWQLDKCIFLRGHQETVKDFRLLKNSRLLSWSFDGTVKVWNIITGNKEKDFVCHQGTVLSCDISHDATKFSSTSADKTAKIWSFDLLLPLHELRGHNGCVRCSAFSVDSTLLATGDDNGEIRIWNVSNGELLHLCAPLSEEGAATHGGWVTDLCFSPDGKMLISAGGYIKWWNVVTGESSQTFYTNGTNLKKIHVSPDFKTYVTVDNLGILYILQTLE
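Assay system – apoptosome proteins · Medium – Hepes buffer, pH 7.5 · Also added – cytochrome c with DEVD-Rh110 · Timing – 30 min compound preincubation, 50 min activation, room temperature · Detection – Rh110 fluorescence, excitation 480 nm, emission 540 nm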
SENP8 inh: SENP8 protease inhibitors, primary screen, biochemical, luminescence | purified SENP8, Z-RLRGG-aminoluciferin cleavage | AID 2540, 2010 | 330,000 tested, 1.2% active | inhibition, % at 10 µM
CCR6 antag: CCR6 receptor antagonists, primary screen, cell-based, CHO-K1, luminescence, beta-arrestin, uHTS. C-C chemokine receptor type 6 (Homo sapiens), P51684. CHO-K1 CCR6 PathHunter beta-arrestin, CCL20-stimulated. inhibition, % at 20 µM. 340,000 tested, 0.49% active. AID 493098, 2011;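 active = compounds whose inhibition of the agonist-driven luminescence signal at 20 µM reaches about 50%, limit read from the data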;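 also: cells stimulated with CCL20 at 14 nM final; plate controls were DMSO with CCL20 for no effect and DMSO without agonist for full effect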
EBI2 block: EBI2 receptor antagonists, beta-arrestin recruitment, primary screen, cell-based, luminescence, 7a,25-OHC stimulation, uHTS; 7a,25-OHC stimulated; inhibition, % at 5 µM; 360,000 tested, 0.81% active; in the data active = inhibition above about 38%;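 also: enzyme fragment complementation signal reports receptor beta-arrestin coupling in cells; 0% = agonist plus DMSO wells and 100% = wells without agonist; some results beyond the cut were filed as inactive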
Jurkat NFkB inh: inhibitors of induced NF-kB luciferase reporter, primary screen, TCR NF-kB activation inhibitor project, cell-based, luminescence, uHTS; Jurkat, PMA/ionomycin-induced NF-kB luciferase reporter; inhibition, % at 4 µM; 330,000 tested, 0.53% active; AID 435003, 2010
* marks the source's active call; other numbers are inactive results; / = not tested or not shown. Rule as the data show it, unless noted: active = inhibition above about 50%; inactive = the rest. Not all compounds are listed, so the mix of outcomes need not match the whole.

SMILES	Gli-Sufu block	697 NFkB inh	UBC13 polyUb	Apaf-1 inh	SENP8 inh	CCR6 antag	EBI2 block	Jurkat NFkB inh
O=C(O)/C=C/C(=O)Nc1ccc(OC(F)(F)F)cc1Br	5	8	1	-17	-2	13	-1	14
CC(C)CNS(=O)(=O)c1cc(C(=O)OCC(=O)N2CCOCC2)c(Cl)cc1Cl	0	8	2	0	-3	13	-12	-10
O=C(c1cccs1)N1CCN=C1SCc1cccc(F)c1	-7	9	8	-13	-1	14	1	-1
O=C(O)C1=CC[C@@H](c2ccc(Cl)cc2)N(S(=O)(=O)c2ccc(Cl)cc2)[C@H]1c1ccc(Br)cc1	2	1	-5	23	12	-6	4	22
COc1ccc(N2CCN(CCNC(=O)Nc3ccc(C)cc3Cl)CC2)cc1	9	9	3	-4	10	8	1	-16
O=C(C1CCN(Cc2ccc(F)cc2)CC1)N1CCN(C/C=C/c2ccccc2)CC1	20	22	5	12	-6	7	0	26
COc1cc(C(=O)Nc2ccc(S(=O)(=O)N(C)c3ccccc3)cc2)cc(OC)c1OC	24	13	5	13	-3	9	12	5
CN(C)CCNc1ncnc2sc(-c3ccccc3)cc12	-14	9	9	7	-4	9	-9	-10
Cc1cccc(NS(=O)(=O)c2ccc(C(C)(C)C)cc2)n1	13	-21	4	1	-12	1	4	-20
Cc1cc(C)cc(OCC(=O)N2CCN(c3ncccn3)CC2)c1	10	14	-4	-1	1	-3	22	7
O=C(CCCn1c(SCc2ccccc2F)nc2ccccc2c1=O)NCC1CCCO1 (centres undefined)	21	-10	-5	19	-1	10	15	1
CC1(C)CC(=O)C(C=NCc2ccccn2)=C(O)C1	-9	-38	-4	3	-6	3	-3	-7
Cn1c2c(c(=O)[nH]c1=O)C(NC(=O)c1ccco1)(C(F)(F)F)C(=O)N2 (centres undefined)	-8	0	-3	-2	-2	-19	-4	3
c1ccc(Nc2nnc(-c3cccnc3)s2)cc1	-68	-109	0	12	72*	9	1	-96
CC(=O)c1cccc(NS(=O)(=O)c2ccc(-c3cc(C)no3)s2)c1	18	-47	-14	4	-6	19	2	9
CS(=O)Cc1cc(Sc2ccccc2)nc(-c2ccncc2)n1 (centres undefined)	6	-11	4	-2	0	19	-11	19
CCc1cc(-c2n[nH]c(=S)n2CC(C)C)cs1	2	-15	10	6	-3	24	-5	9
O=C(Nc1ccc(F)cc1F)N1CCCN(CCOc2ccccc2)CC1	5	29	5	-11	-1	5	-1	-14
O=C(c1ccco1)N1CCN(C(=O)c2cccs2)CC1	-1	12	9	-12	-2	10	-2	3
Oc1ccc(C=NCC2COc3ccccc3O2)cc1 (centres undefined)	-1	4	1	-18	-2	-4	-2	-2
CC(C)(SC(=S)N1CCOCC1)C(=O)O	-9	20	2	-3	1	1	-3	-4
COc1ccc(C(=O)Oc2ccc(Br)cc2C(=S)N2CCOCC2)cc1	-7	-3	3	16	-2	22	-2	-3
Cc1nnc(SCc2nc3sc(C(=O)O)c(C)c3c(=O)[nH]2)s1	2	16	-12	-6	0	4	-2	3
CCOCCCNC(=O)CCn1nc(-c2ccc(Cl)cc2)ccc1=O	10	-5	-3	5	-8	-3	-2	-8
CCCCNC(=O)N1CCOCCOCCN(C(=O)NCCCC)CCOCC1	9	7	-1	-7	-3	13	-3	3

Carrying on:
SMILES	Gli-Sufu block	697 NFkB inh	UBC13 polyUb	Apaf-1 inh	SENP8 inh	CCR6 antag	EBI2 block	Jurkat NFkB inh
Cc1nn(CCO)c2nc(-c3cccs3)cc(C(F)(F)F)c12	-3	-25	7	14	-14	10	6	-13
O=S(=O)(c1ccccc1)[C@@]1(c2ccccc2)C[C@@H]2ON=C(c3cccc(-c4ccccc4)c3)[C@@H]2C1	9	2	-20	5	-9	8	30	18
CN(c1cccc(Cl)c1)S(=O)(=O)c1cccc(C(=O)NC2=NCCS2)c1	3	-19	-3	3	-6	7	-8	-10
Cc1ccccc1N1CCN(CCCN2C(=O)C3CCCCN3C2=O)CC1 (centres undefined)	19	-27	-6	-5	-3	10	-9	-5
CSc1ccc(/C=C/c2ccc3cccc(O)c3n2)cc1	6	-194	-18	12	42	12	11	-77
Cc1ccc(C)c(OCC(=O)N2CCOCC2)c1	-4	24	4	1	-7	-6	6	16
CS(=O)(=O)c1ccc(C(=O)Nc2ccc(N3CCOCC3)cc2)c(Cl)c1	-11	12	8	0	2	7	12	-3
NC(=O)Nc1ccccc1C(=O)Nc1ccc2ccccc2c1	-5	11	6	-4	-9	5	3	-12
COc1ccc(-c2nc3ccccc3c(=O)n2NC(=O)c2cccnc2Cl)cc1OC	-7	17	6	-5	-2	1	-4	13
CSc1nc(-c2ccco2)nn1C(=O)c1cccs1	12	14	5	1	-2	-9	-8	4
Cc1cccc(NC(=O)CN2CCCCCC2)c1	-24	0	4	1	3	14	-4	-8
CC1(c2ccc3noc(-c4ccccc4)c3c2)OCCO1	1	-17	-1	6	3	-1	17	10
O=C(Nc1ccc(N2CCOCC2)nc1)c1c(F)cccc1F	-17	-28	-3	-21	-4	3	-1	-30
O=C1CC(N2CCN(c3ccc(O)cc3)CC2)C(=O)N1Cc1cccs1 (centres undefined)	11	-4	-4	2	-4	8	-1	-1
O=C(Cc1ccc(S(=O)(=O)N2CCOCC2)s1)Nc1cc(C(F)(F)F)cc(C(F)(F)F)c1	2	19	4	7	-3	10	-5	-4
COc1cccc(CSc2nc3sc(C)c(C)c3c(=O)n2Cc2ccco2)c1	0	-21	-4	7	1	23	-7	6
O=C(COC(=O)c1ccc(Br)cc1)Nc1ccccc1Br	-6	12	3	1	2	-2	4	-5
CCN1CCN(C(=O)C2CCCN(S(=O)(=O)c3ccc(OC)c(OC)c3)C2)CC1 (centres undefined)	1	9	-1	0	5	3	8	2
Cc1cc(C)c(C)c(OCCCOc2cccc3cccnc23)c1	12	-11	1	20	-6	20	23	5
COc1cc(/C=C2/C(=O)N(c3ccccc3)N=C2C)ccc1OS(=O)(=O)c1ccccc1	/	5	-46	95*	5	/	/	2
COc1ccc(-n2nc(C(=O)NCC(=O)N3CCCCCC3)c3ccccc3c2=O)cc1Cl	-23	-25	13	22	-2	4	9	-19
N=C1C(c2nc3ccccc3s2)=C(O)CN1CCCO	/	8	8	-19	2	-5	-5	3
CC1CCC(NC(=O)N(CCCl)N=O)CC1 (centres undefined)	-56	-65	-3	7	0	-1	0	-48
Cc1cccc(N2CCN(S(=O)(=O)c3cccc4nonc34)CC2)c1C	11	6	-2	16	-3	3	6	1
CCn1cc(S(=O)(=O)N2CCCC2)cn1	-10	-17	-3	0	-8	-3	-6	-3

Record cards, from the list above. Order of screens: Gli-Sufu block | 697 NFkB inh | UBC13 polyUb | Apaf-1 inh | SENP8 inh | CCR6 antag | EBI2 block | Jurkat NFkB inh
Shown for Cc1ccccc1N1CCN(CCCN2C(=O)C3CCCCN3C2=O)CC1 (centres undefined) : 19 | -27 | -6 | -5 | -3 | 10 | -9 | -5
Shown for CN(c1cccc(Cl)c1)S(=O)(=O)c1cccc(C(=O)NC2=NCCS2)c1 : 3 | -19 | -3 | 3 | -6 | 7 | -8 | -10
Shown for CSc1ccc(/C=C/c2ccc3cccc(O)c3n2)cc1 : 6 | -194 | -18 | 12 | 42 | 12 | 11 | -77
Shown for CCn1cc(S(=O)(=O)N2CCCC2)cn1 : -10 | -17 | -3 | 0 | -8 | -3 | -6 | -3
Shown for Cc1cc(C)c(C)c(OCCCOc2cccc3cccnc23)c1 : 12 | -11 | 1 | 20 | -6 | 20 | 23 | 5

(cont.)
SMILES	Gli-Sufu block	697 NFkB inh	UBC13 polyUb	Apaf-1 inh	SENP8 inh	CCR6 antag	EBI2 block	Jurkat NFkB inh
COc1ccccc1C(CNc1ncccc1[N+](=O)[O-])N(C)C (centres undefined)	25	-10	-8	3	5	10	-3	-10
COc1ccc(S(=O)(=O)N2CCCOC2CNC(=O)C(=O)NCc2ccco2)cc1C (centres undefined)	0	10	8	2	-2	6	-12	7
O=C1CSC(=S)N1/N=C/c1cccc(C(F)(F)F)c1	-5	-1	-4	15	-1	-5	4	-12
Cc1cc(C)n2nc(SCc3nnc(SCc4ccccc4C)s3)nc2n1	6	-26	4	5	-1	4	-6	8
CC(C)N(C(=O)CN1C(=O)C(=O)c2ccccc21)c1ccccc1	-4	10	6	1	1	9	9	6
COc1ccc(C(=O)NC(=S)Nc2ccc3oc(=O)ccc3c2)cc1	-4	-20	-20	-7	-10	20	-4	8
COc1ccc(NC(=O)CN(C)S(=O)(=O)c2ccc3[nH]c(=O)oc3c2)cc1	/	1	3	-13	-2	0	-7	-7
CC(=O)c1c(C)[nH]c(-c2ccccc2)c1C	13	12	-2	4	-13	-8	-8	3
O=C(O)CNC(=O)/C(=C\c1ccc2c(c1)OCO2)NC(=O)c1ccc(Br)cc1	4	6	-9	14	-3	3	-16	1
O=C(NCC(=O)N1CCN(c2ncc(C(F)(F)F)cc2Cl)CC1)c1ccc(Br)o1	10	-15	2	17	0	13	0	-7
O=c1[nH]c2ccccc2nc1N1CCOCC1	4	-5	-15	7	-1	2	2	5
COc1ccc(-n2c(Cc3cc(=O)[nH]c(=O)[nH]3)nnc2SCC(=O)Nc2ccccc2)cc1	7	-21	-6	-6	-5	13	-11	-1
O=C(OCc1nnc(-c2ccc(Br)cc2)o1)c1ccco1	-3	8	2	7	1	14	4	2
Cc1ccc(S(=O)(=O)/N=C(\N)c2ccc(F)cc2)cc1	-1	-8	2	10	-2	-4	1	-1
Cc1cc(=O)oc2cc(OCC(=O)N3CCOCC3)ccc12	-20	-2	-10	4	-7	-21	-5	-2
O=c1c(CO)cc(CO)cc(CO)c1O	11	9	9	-17	-7	-2	5	-4
COc1ccc(C2C(C(=O)Nc3cc(OC)c(OC)c(OC)c3)c3ccccc3C(=O)N2C)cc1OC (centres undefined)	-38	-12	-5	-6	-1	-8	-7	0
CC(=O)c1cc(-c2nc3ccccc3n2C)n(C)c1	3	-10	8	-6	-2	-29	2	-5
CN(CC(=O)NCc1ccc(F)cc1)Cc1cccc(Cl)c1	-1	6	4	10	-1	20	13	8
CC(NCC(=O)Nc1cc(Cl)cc(Cl)c1)c1ccccc1 (centres undefined)	2	5	9	20	4	2	0	-11
CC(=O)c1cc(C#N)c(NCc2ccccc2)nc1C	-6	0	-3	17	-7	10	-5	-12
O=C(CNC(=O)c1cccnc1)N/N=C/c1cc(Br)c(O)c(Br)c1	4	8	0	-2	1	6	-4	-2
CC1CCN(CC(=O)Nc2ccc(S(=O)(=O)N3CCC(C)CC3)cc2)CC1	-11	-9	4	-7	-9	1	-9	14
Cc1cc(-n2c(C)c3c(C)nnc(C)c3c2C)ccc1N	0	-2	20	10	2	5	/	-1
CCCc1c(C)nc2c(Br)cccc2c1Cl	7	13	10	-3	0	16	9	4

Remaining list, next part:
SMILES	Gli-Sufu block	697 NFkB inh	UBC13 polyUb	Apaf-1 inh	SENP8 inh	CCR6 antag	EBI2 block	Jurkat NFkB inh
Cc1ccn(-c2ccc([N+](=O)[O-])cc2)n1	-18	16	-7	3	-1	1	1	3
CCOC(=O)c1c(C)n(C)c2ccc(O)c(S(=O)(=O)c3ccccc3)c12	1	15	1	-12	0	-2	2	-6
Cc1ccc(-c2nc(CS(=O)(=O)CC(=O)N3CCc4ccccc4C3)c(C)o2)cc1	-4	15	-1	14	-3	1	-2	20
CC(C)c1ccc(C(CC(=O)O)NC(=O)c2cccs2)cc1 (centres undefined)	/	5	-7	-3	-3	9	-3	2
CC1(C)CC(NC(=O)c2cccc([N+](=O)[O-])c2)CC(C)(C)N1	-7	5	5	-26	-4	9	4	-5
COc1ccc(C(=O)c2ccccc2)c(OCC(=O)N(C)C)c1	-1	-3	-23	-1	-7	-10	-7	9
Cn1c(CN2CCCCC2)nc2cc(NC(=O)c3ccccc3)ccc21	-7	-13	8	-13	-3	-11	1	-2
